# Source: PubChem (National Center for Advancing Translational Sciences (NCATS))
# GRP78 ERSR act: qHTS for Inducers of the Endoplasmic Reticulum Stress Response (ERSR) in Human Glioma: qHTS | AID 602332, 2012 | U87-MG GRP78 promoter luciferase reporter, 16 h | actives 0.02% (n = 420,000) | Potency, µM, for inactives: at the highest dose activation, hits mostly activators; further: potency means the concentration at half of the fitted maximal effect; series mostly up to about 76 µM; % of control where 0% means no effect; nearly all actives have a fitted effect of over 35% in size
#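 Stably transfected U87-MG human glioma cells carrying a GRP78-based luminescent sensor were seeded at 1000 cells/well, pin-dosed with compounds and incubated 16 h. Luciferase reagent was then added, and end-point luminescence was read after 10 min at room temperature.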
# TrxR1 substrate: qHTS Assay for Substrates of Mammalian Selenoprotein Thioredoxin Reductase 1 (TrxR1): qHTS | Thioredoxin reductase 1, cytoplasmic (Rattus norvegicus), O89049 | purified TrxR1 substrate turnover, NADPH consumption readout | Potency, µM (series often up to 114 µM), without a hit: at the top dose activity change, negative = substrate turnover | actives 0.01% (n = 390,000) | AID 588456, 2011; further: potency means the concentration at half of the fitted maximal effect; on the % scale 0 is the no-effect control and ±100 the full control effect; nearly all actives have a fitted effect of over 50% in size
#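 Rat TrxR1, dispensed at 90 nM, was prereduced with 400 uM NADPH (final) for 5 min at ~22 deg C, then incubated with compound 15 min before 400 uM selenite. A first-read NADPH fluorescence drop versus no-compound background flagged substrates.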
# PI4K2A inh: qHTS for small molecular inhibitors of PI4K2A; Phosphatidylinositol 4-kinase type 2-alpha (Homo sapiens), Q9BTU6; purified PI4K2A, ADP-Glo luminescence, 1 h; hits give low values; activity change, negative = inhibition, % at 76.9 µM; actives 0.13% (n = 420,000); in the data active means activity change below about -50%; inconclusive means mostly about -30% to -49%;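 further: -100% = wells without enzyme as full effect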
# Target sequence (Q9BTU6 whole entry, looked up): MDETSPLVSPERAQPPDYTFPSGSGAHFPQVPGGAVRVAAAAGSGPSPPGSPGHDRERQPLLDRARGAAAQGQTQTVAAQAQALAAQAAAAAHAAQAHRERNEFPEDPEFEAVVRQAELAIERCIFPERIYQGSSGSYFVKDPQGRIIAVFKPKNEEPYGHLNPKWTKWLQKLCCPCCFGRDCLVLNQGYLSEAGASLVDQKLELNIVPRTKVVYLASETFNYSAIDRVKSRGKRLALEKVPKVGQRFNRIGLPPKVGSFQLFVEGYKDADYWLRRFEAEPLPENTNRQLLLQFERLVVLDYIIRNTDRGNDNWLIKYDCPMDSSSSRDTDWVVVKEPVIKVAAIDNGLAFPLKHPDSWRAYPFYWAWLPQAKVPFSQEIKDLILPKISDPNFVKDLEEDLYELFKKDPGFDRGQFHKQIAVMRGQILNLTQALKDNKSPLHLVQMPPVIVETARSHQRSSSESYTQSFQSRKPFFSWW
#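 In this quantitative HTS, ADP production by PI4K2A was quantified luminescently after 1 h at ambient temperature; 100 microM adenosine served as plate-quality control.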
# USP1 inh: Inhibitors of USP1/UAF1: Primary Screen; Potency, µM (titrated, usually from 57.1 µM), for the others: at the highest dose activity change, negative = inhibition, usual class: inhibitors; actives 0.23% (n = 390,000); recombinant USP1/UAF1, Ub-Rhodamine cleavage fluorescence; further: potency means the concentration at half of the fitted maximal effect; on the % scale 0 is the no-effect control and ±100 the full control effect; nearly all actives have a fitted effect of over 60% in size; inactives centre near -12
#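 Step one: compound is pinned into 1nM USP1/UAF1 in HEPES pH 7.8 buffer with TCEP. Step two: 15 min room-temperature incubation. Step three: Ub-Rho (150nM final) starts cleavage, tracked by fluorescence over six one-minute reads.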
# LDHA inh: qHTS assay for inhibitors of human lactate dehydrogenase. actives 0.15% (n = 480,000). activity change, % (values are at about 110 or 230 µM). AID 1347041, 2019. purified LDHA, NADH/diaphorase-resazurin fluorescence; hits give low values. L-lactate dehydrogenase A chain (Homo sapiens), P00338; in the data active means activity change below about -30%; inconclusive means mostly about -25% to -30%;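 further: plate controls were DMSO wells for no effect and wells without enzyme for full effect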
#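 Human LDH5 at 2 nM final in Tris HCl pH 7.4 with 0.06 mM NADH and 0.2 mM pyruvate, reacted 5 minutes at room temperature. Remaining NADH coupled via diaphorase/resazurin; resorufin fluorescence read at 0 and 20 minutes, normalized to enzyme-free and DMSO wells.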
# Vif-A3F inh: qHTS for Inhibitors of Vif-A3F Interactions: qHTS; AID 602313, 2012; actives 0.2% (n = 390,000); Potency, µM (highest dose often 46.1 µM), for inactives: top-dose activity, negative = active; HeLa A3F-eYFP + Vif (tagged APOBEC3F with the HIV-1 protein that degrades it), YFP fluorescence increase; further: potency means the concentration at half of the fitted maximal effect; % of control where 0% means no effect; nearly all actives have a fitted effect of over 65% in size
#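 HeLa cells stably expressing Vif plus C-terminally eYFP-tagged A3F were seeded, incubated overnight at 37 deg C, dosed with compound, incubated overnight again at 37 deg C. Yellow fluorescence (Ex 488/Em 500-530) reported blocked Vif-mediated A3F-eYFP degradation.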
# IDH1 R132H inh: qHTS for Inhibitors of mutant isocitrate dehydrogenase 1 (IDH1): qHTS; actives 0.093% (n = 390,000); AID 602179, 2012; Isocitrate dehydrogenase [NADP] cytoplasmic (Homo sapiens), O75874; Potency, µM (highest dose often 76.6 µM), inactives show at the top dose activity change, negative = inhibition, hits mostly inhibitors; IDH1-R132H enzyme, NADPH consumption, diaphorase/resazurin fluorescence; further: potency means the concentration at half of the fitted maximal effect; on the % scale 0 is the no-effect control and ±100 the full control effect; nearly all actives have a fitted effect of over 65% in size
#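 IDH1-R132H (0.5 ug/mL) preincubated 30 min with compound, then NADPH (0.016 mM) and alpha-KG (2 mM) added; 80 min at RT, pH 7.5. Remaining NADPH coupled via diaphorase/resazurin to fluorescence (540/590 nm); concentration-response curves normalized to no-enzyme control.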
# Vif-APOBEC3G blk: qHTS for Inhibitors of Vif-A3G Interactions: qHTS. DNA dC->dU-editing enzyme APOBEC-3G (Homo sapiens), Q9HC16. Potency, µM (top dose mostly 46.1 µM), for the others: at the top dose activity, negative = active, hits mostly inhibitors. actives 0.076% (n = 410,000). HeLa A3G-eYFP + Vif (tagged APOBEC3G with the HIV-1 protein that degrades it), YFP fluorescence, overnight;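 further: potency means the concentration at half of the fitted maximal effect; on the % scale 0 is the no-effect control and ±100 the full control effect; nearly all actives have a fitted effect of over 60% in size; hits raise eYFP signal because A3G escapes Vif-driven loss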
# Target sequence (Q9HC16 whole entry, looked up): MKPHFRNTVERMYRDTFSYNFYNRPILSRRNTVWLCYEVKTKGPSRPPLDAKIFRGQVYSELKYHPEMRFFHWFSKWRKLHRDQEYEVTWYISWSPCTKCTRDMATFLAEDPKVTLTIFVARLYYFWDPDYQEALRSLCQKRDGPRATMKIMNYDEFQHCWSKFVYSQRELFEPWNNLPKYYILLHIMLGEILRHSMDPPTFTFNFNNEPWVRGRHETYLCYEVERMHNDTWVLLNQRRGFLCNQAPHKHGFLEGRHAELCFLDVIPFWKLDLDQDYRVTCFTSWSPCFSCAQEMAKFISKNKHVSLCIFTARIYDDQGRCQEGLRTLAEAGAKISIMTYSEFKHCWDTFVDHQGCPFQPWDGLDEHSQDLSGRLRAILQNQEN
#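 Read-out is eYFP fluorescence (Ex 488/Em 500-530) from Vif-expressing HeLa A3G-eYFP cells; more signal means A3G escaped Vif-mediated degradation. Cells plated overnight, compound pinned in, incubated overnight at 37 deg C.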
# RXFP1 agonist: qHTS Assay for Agonists of the Relaxin Receptor RXFP1 | HEK293T-RXFP1 cAMP TR-FRET, 30 min; response scale: percent of porcine relaxin response, buffer zero | Potency, µM (titrated, usually from 57.5 µM), without a hit: at the top dose activation, most hits filed as activators | actives 0.3% (n = 370,000); further: potency means the concentration at half of the fitted maximal effect; on the % scale 0 is the no-effect control and ±100 the full control effect; nearly all actives have a fitted effect of over 60% in size; many of its hits are not listed in these tables
#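 cAMP rise read by TR-FRET after 30 min, 37C compound exposure (up to 58 uM) in RXFP1-transfected HEK293 cells with Ro 20174 present. EC50 from Hill-equation fits, with 29 nM porcine relaxin as 100% and buffer as basal.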
# Starred values were filed as active, the others as inactive; ? = inconclusive; · = not tested or not shown; [ ] = dose if it differs, or a comment. Unless noted, the call rests on the fitted dose curve; in most records, active means well fitted curve in the direction sought with a large enough effect; inconclusive means small, poorly fitted or top-dose-only effect, or another doubt; inactive means no such curve, though single readings can be large; an effect the other way counts as inactive or inconclusive. This is a subset; the hit share may differ from the screen's.
SMILES,GRP78 ERSR act,TrxR1 substrate,PI4K2A inh,USP1 inh,LDHA inh,Vif-A3F inh,IDH1 R132H inh,Vif-APOBEC3G blk,RXFP1 agonist
CN(Cc1ccccc1)C(=O)c1ccc(NC(=O)Cc2ccc(NC(=O)C3CCCN(C(=O)C4CCCCC4)C3)cc2)cc1 (stereo not drawn),1.4%,-6.0%,0.6,-7.4%,-5.0,7.1%,0.7%[38.3 µM],-0.4%,·
O=C(CC1NCCNC1=O)Nc1ccc2c(c1)OCCO2 (stereo not drawn),-1.6%,10.7%,6.8,-10.5%,-0.8,6.1%,-1.3%,-0.9%,0.6%
CC(=O)c1ccccc1N(C(=O)c1ccco1)C(C(=O)NC1CCCC1)c1ccc(N2CCOCC2)cc1 (stereo not drawn),-5.5%,-13.3%[57.1 µM],4.0,-10.7%,-1.3,-10.5%,4.6%,-4.8%,-1.0%
O=S(=O)(c1ccc(Br)cc1)c1nc(-c2cccs2)oc1SCc1ccc(F)cc1,-4.0%,-0.3%,-0.3,-15.3%,-2.6,1.1%,6.1%,-3.4%,-0.4%
CCOC(=O)CSc1nc(-c2ccc(OCC)cc2)cc(C(F)(F)F)c1C#N,-1.9%,8.0%,1.2,?,-7.6,?,-1.0%,?,10.7%
COc1ccc(-c2csc3nc(-c4ccccc4C)oc(=O)c23)cc1OC,-1.8%,1.3%,-0.4,1.1%,-5.1,1.7%,3.3%,1.7%,14.1%
COc1cc(C2C(C#N)=C(N)Oc3c2ccc2ccccc32)ccc1OCC(=O)Nc1ccccc1C (stereo not drawn),-5.8%,4.8%[57.1 µM],3.0,-14.1%,7.0,5.5%,3.9%,-23.0%,1.1%
Nc1cc(N)nc(SCC(=O)N2CCN(C(=O)c3ccco3)CC2)n1,-4.8%,-3.6%,41.9,-4.5%,3.6,5.4%,1.8%,-4.5%,2.3%
Cc1ccc(S(=O)(=O)N2CCC(C(=O)OCC(=O)N(Cc3ccccc3)C(C)C)CC2)cc1C,-2.9%,·,-0.1,?,-1.9,4.6%,3.0%,-0.3%,·
CCOC(=O)C1CCN(C(=O)CS(=O)(=O)Cc2nc(-c3ccccc3Cl)oc2C)CC1,-1.7%,-3.2%[57.1 µM],-5.2,-12.5%,0.6,5.8%,10.2%,1.9%,-0.1%
CN(C)c1nnnn1-c1cccc(Oc2ncc(C(F)(F)F)cc2Cl)c1,-2.3%,-2.9%,4.7,-18.1%,0.7,-3.7%,3.6%,-5.3%,-0.2%
O=C(CSCc1nc2scc(-c3cccs3)c2c(=O)[nH]1)Nc1ccccn1,-2.5%,-10.2%,-0.3,-5.9%,-3.4,0.1%,3.3%,-8.9%,0.3%
COC(=O)C1CCN(C(=O)Cc2ccc(OC)c(OC)c2)CC1,-1.6%,-8.5%,1.3,-3.8%,-0.8,-5.7%,-3.4%,0.3%,-0.2%
C[C@@H]1CN([C@H](C)CO)C(=O)Cc2cc(NC(=O)CCC(F)(F)F)ccc2O[C@@H]1CN(C)C(=O)NC1CCCCC1,-5.5%,3.6%,-4.1,-17.7%,3.9,-0.2%,15.1%,1.2%,·
N[C@@H](Cc1ccccc1)C(=O)N1CCC(C(=O)N[C@@H](CCC(=O)O)C(=O)O)CC1,-4.9%,-1.0%,-4.3,-7.1%,-3.9,-1.5%,-1.5%,1.6%,-0.8%
O=C(Nc1ccc(Cl)c(Cl)c1)N1CCOCC1,-1.6%,8.8%[57.1 µM],0.5,-16.9%,-6.0,-13.1%,1.5%,1.1%,4.8%
COC(=O)c1c(NC(=O)COc2cccc(C(F)(F)F)c2)sc2c1CCCC2,-0.8%,3.3%,-5.5,-13.9%,-4.4,1.4%,-6.4%,-1.8%,-0.4%
CN(Cc1ccccc1)Cc1cc(=O)oc2ccc3ccccc3c12,-2.1%,·,-4.5,·,-4.0,·,·,-3.0%,·
O=C(CSc1nccn1C1CCCC1)Nc1ccc(C(F)(F)F)cc1,1.9%,-5.4%[57.1 µM],0.9,-16.9%,3.9,-3.0%,-1.9%,-2.0%,0.7%
O=C(Nc1cccnc1)c1ccccc1F,-1.2%,1.2%,-2.9,-21.0%,-5.8,-3.1%,2.0%,7.3%,1.5%
O=S(=O)(NCc1cccs1)c1cccc2cccnc12,-1.8%,-11.4%,0.6,-7.7%,-2.0,-2.6%,3.6%,-0.5%,-0.5%
Cc1ccc(C)c(NC(=O)C2CC(O)CN2C(=O)OC(C)(C)C)c1 (stereo not drawn),-1.7%,-6.9%,-2.5,-11.3%,0.7,7.2%,0.0%,-2.6%,0.9%
CC(=O)Nc1ccc(N/C=C/C(=O)C(C)(C)C)cc1,1.0%,-13.7%,10.6,-3.0%,13.1,1.3%,-4.6%,-1.1%,0.4%
COc1ccc(Br)c(OC)c1C(=O)NC(=O)Nc1nc(C)cc(C)n1,0.7%,2.5%,3.8,-21.7%,-2.8,1.1%,34.1%,-3.9%,2.3%
COc1ccc(COC(=O)C2CCN(S(=O)(=O)c3ccc(C)cc3)CC2)cc1,1.2%,0.6%,1.3,-22.7%,-4.5,-2.1%,2.7%,1.3%,0.6%
Cc1nc2cc(-c3ccccc3)nn2c(C)c1CCC(=O)NCc1ccco1,-9.8%,11.6%,2.6,-26.4%,0.3,0.9%,16.7%,-10.0%,1.1%
Cc1cccc(OCC(=O)NNC(=O)Cn2c(=O)cnc3ccccc32)c1,-2.2%,-5.9%[57.1 µM],-1.1,-11.9%,-1.1,8.1%,0.9%,0.5%,4.6%
OCCNCc1cccc(Br)c1,-0.1%,-9.3%[57.1 µM],0.3,-14.0%,-1.9,2.7%,5.8%,-0.4%,-0.4%
O=C(Nc1ccc2c(c1)OCCO2)NC1CCCCC1,1.6%,-2.9%,-6.0,-20.8%,-12.4,·,1.6%,0.1%,2.1%
CCOc1ccc(-n2c(CC)nc3c(cnn3-c3ccc(Cl)cc3)c2=O)cc1,-4.3%,-8.9%,-0.6,-11.7%,-12.7,-8.7%,-3.0%,0.9%,-1.3%
CC(C)OC(=O)Cn1nc(C(c2ccccc2)c2ccccc2)oc1=O,-1.6%,-2.8%,1.4,-23.9%,0.0,0.1%,-1.2%,-3.1%,2.5%
O=C1c2ccc(-c3ccc4c(c3)C(=O)N(CCCO)C4=O)cc2C(=O)N1CCCO,1.1%,52.1%[activator],-1.9,-26.5%,1.6,0.7%,-1.7%,-0.1%,0.0%
O=C1C=C(NCC2CCCO2)C2(CCCCC2)O1 (stereo not drawn),-5.4%,10.8%,2.3,-3.7%,-4.0,-3.1%,3.0%,0.4%,-2.2%
COc1ccc(-c2cc(-c3ccc4c(c3)NC(=O)CO4)nc3c2COc2ccc(F)cc2-3)cc1,-1.7%,-5.3%,-3.2,-23.1%,-2.7,-11.1%,-3.5%,-2.8%,0.5%
COc1cccc(CNC(=O)CNC(=O)c2cccs2)c1,-2.0%,7.1%,-0.6,-15.7%,-2.7,1.7%,1.0%,6.2%,-0.2%
N#Cc1cccc(NC(=O)CC2CCCC2)c1,-3.3%,3.6%,1.0,-3.4%,1.2,-1.8%,1.3%,2.0%,-0.1%
O=C(Cc1ccc([N+](=O)[O-])cc1)N1N=C2CCCCC2C1(O)C(F)(F)F (stereo not drawn),-2.0%,1.5%,0.0,-12.3%,-7.6,-7.9%,0.7%,-4.1%,-3.9%
Nc1n[nH]c2c1C1(CCCCC1)Cc1ccccc1-2,-1.9%,-4.4%,-0.5,-2.3%,0.8,0.8%,0.6%,-1.1%,0.2%
Cc1ccc2nc(-c3cccs3)oc(=O)c2c1,0.1%,6.2%[57.1 µM],3.6,0.4%,-4.1,-2.8%,0.7%,0.1%,2.5%
O=C(CCCN1C(=O)/C(=C/c2ccccc2Cl)SC1=S)N1CCOCC1,-12.0%,-14.0%,-2.1,-12.2%,-19.3,-3.0%,7.4%,-1.1%,1.1%
O=S(=O)(NCCCO)c1ccc2c(c1)Cc1cc(S(=O)(=O)NCCCO)ccc1-2,-6.7%,-5.3%,-7.1,-10.2%,-0.6,-6.7%,-1.4%,-0.4%,-0.3%

# 2 successive entries already listed, quoted:
SMILES,GRP78 ERSR act,TrxR1 substrate,PI4K2A inh,USP1 inh,LDHA inh,Vif-A3F inh,IDH1 R132H inh,Vif-APOBEC3G blk,RXFP1 agonist
OCCNCc1cccc(Br)c1,-0.1%,-9.3%[57.1 µM],0.3,-14.0%,-1.9,2.7%,5.8%,-0.4%,-0.4%
O=C(Nc1ccc2c(c1)OCCO2)NC1CCCCC1,1.6%,-2.9%,-6.0,-20.8%,-12.4,·,1.6%,0.1%,2.1%
